Assay outcomes as filed in PubChem.
DENV2 CPE: inhibitors of DENV2 cytopathic effect; hit rate 1.7% among 350,000; CPE inhibition, % at 9.99 µM; DENV2-infected cells, cytopathic effect rescue, plate reader; AID 651640; in the data active means CPE inhibition above about 20%, passing the limit was not always enough; inconclusive means no clear call, values can overlap the other calls; tested in BHK-21 cells;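 further: 0% = median of neutral control wells and 100% = median of positive control wells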
ERp5 inh: ERp5 (human) disulfide isomerase inhibition; Q15084; inhibition, % at 9.99 µM; hit rate 0.05% among 350,000; ERp5 insulin aggregation, absorbance 650 nm, 90 min;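 active means mean replicate inhibition above about 25%, with every replicate also reaching it, limit read from the data, passing the limit was not always enough; inconclusive means only one of those two criteria met; inactive means neither criterion met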
ERAP1 HTS inh: inhibitors of human ERAP1 aminopeptidase; inhibition, % at 10.7 µM; hit rate 0.15% among 340,000; recombinant ERAP1, Leu-AMC fluorescence, 60 min; Q9NZ08;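 active means mean replicate inhibition of at least 30%, or all replicates individually reaching that 30% level; inactive means mean below 30% and not every replicate reaching it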;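 further: 0% = neutral control wells and 100% = L-leucinethiol positive control wells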
Target sequence (Q9NZ08 whole entry, looked up): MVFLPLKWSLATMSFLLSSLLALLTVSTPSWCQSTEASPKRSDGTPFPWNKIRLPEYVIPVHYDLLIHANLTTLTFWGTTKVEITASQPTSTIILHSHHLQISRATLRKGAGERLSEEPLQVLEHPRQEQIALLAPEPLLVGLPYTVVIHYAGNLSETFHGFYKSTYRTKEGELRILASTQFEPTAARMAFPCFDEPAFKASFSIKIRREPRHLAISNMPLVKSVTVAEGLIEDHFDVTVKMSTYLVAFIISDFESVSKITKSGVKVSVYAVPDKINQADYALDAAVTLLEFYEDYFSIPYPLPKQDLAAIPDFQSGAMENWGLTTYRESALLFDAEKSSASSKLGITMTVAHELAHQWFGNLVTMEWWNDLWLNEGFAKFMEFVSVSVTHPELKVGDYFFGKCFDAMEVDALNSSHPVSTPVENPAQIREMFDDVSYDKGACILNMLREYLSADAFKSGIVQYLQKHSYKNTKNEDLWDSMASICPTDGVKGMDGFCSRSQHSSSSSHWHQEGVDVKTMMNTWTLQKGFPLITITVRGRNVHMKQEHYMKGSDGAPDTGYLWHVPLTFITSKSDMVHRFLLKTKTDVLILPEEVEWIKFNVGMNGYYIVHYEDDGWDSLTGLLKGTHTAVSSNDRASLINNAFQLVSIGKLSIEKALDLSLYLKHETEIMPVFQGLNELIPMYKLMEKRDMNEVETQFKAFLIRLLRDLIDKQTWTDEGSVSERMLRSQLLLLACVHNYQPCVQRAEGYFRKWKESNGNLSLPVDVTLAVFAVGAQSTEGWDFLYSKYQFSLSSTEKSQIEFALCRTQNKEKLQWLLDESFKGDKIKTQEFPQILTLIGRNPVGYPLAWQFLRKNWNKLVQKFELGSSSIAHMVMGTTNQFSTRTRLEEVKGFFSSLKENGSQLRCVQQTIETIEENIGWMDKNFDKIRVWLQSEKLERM
SIRT5 block: sirtuin-5 (human) deacylase inhibition. hit rate 1.1% among 330,000. Q9NXA8. inhibition, % at 15 µM. AID 652115. Purified SirT5, succinyl-peptide AMC, trypsin-coupled fluorescence; in the data active means inhibition above about 15%; inconclusive means no clear call, values can overlap the other calls
F508del corr: correctors of CFTR F508del function in bronchial epithelial cells | CFBE cells, YFP halide quenching; stimulated with forskolin plus potentiator P3; % fluorescence drop versus neutral controls | AID 720511 | hit rate 0.36% among 350,000 | activity (quench increase), % at 7.58 µM;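 active means mean added fluorescence quench of at least 8% versus neutral control, with both replicates also reaching 8%; inconclusive means only one of the mean or replicate conditions met; inactive means mean below 8% and not both replicates reaching 8%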;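 further: cells transiently co-express mutant CFTR-F508del with the halide-sensitive YFP; corrector assay measuring rescue of mutant channel to the surface after 24 h compound exposure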
miR-122 sensor: miR-122 inhibition in Huh7 cells. Huh7 miR-122 Renilla luciferase sensor, 48 h; neutral wells = 0, positive control = 100. activation (reporter increase), % at 12.5 µM. hit rate 0.3% among 340,000. AID 602342;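 active means mean replicate activation score at least 90 and every replicate individually at or above 90; inconclusive means only one of the two criteria met; inactive means neither criterion met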;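 further: higher luciferase means less miR-122 activity so hits act as miR-122 inhibitors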
Casp6 inh: caspase-6 (human) enzyme inhibition; hit rate 0.53% among 350,000; P55212; purified caspase-6, Z-VEID-R110 cleavage fluorescence; inhibition, % at 12.5 µM; AID 686996;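 active means mean inhibition across replicates at least about 35%, with every replicate also reaching that limit, limit read from the data; inconclusive means only one of the two criteria met; inactive means neither criterion met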;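 further: 0% = median of neutral control wells and 100% = no fluorescence left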
The depositor's hits bear a star; ? = inconclusive; . = no result given; & = joins results of further samples; [ ] = another dose, or the depositor's remark.

SMILES	DENV2 CPE	ERp5 inh	ERAP1 HTS inh	SIRT5 block	F508del corr	miR-122 sensor	Casp6 inh
C[C@@H]1CCCCO[C@H](CN(C)C(=O)C2CCCCC2)[C@H](C)CN([C@H](C)CO)C(=O)c2cc(NC(=O)Cc3ccccc3)ccc2O1	-7	-6	1	3	-5.8	-14[16.7 µM]	1
O=C(CNC(=O)C1CC1)Nc1ccc(F)c(F)c1F	9	-9	-7	-1	0.1	1	-3
CCCNC(=O)C[C@@H]1CC[C@H]2[C@@H](COC[C@H](O)CN2C(=O)CC)O1	1	-1	-4	3	-1.1	-5[16.7 µM]	-2
COc1cccc(CNc2nc3cc(-c4cccc(C(F)(F)F)c4)sc3c(=O)n2C)c1	-3	5	5	-5	0.1	-7	0
O=C(N/N=C/C=C\c1ccccc1[N+](=O)[O-])c1ccco1	.	4	-1	-3	-5.2	.	-1
COc1ccc(OCCOc2ccccc2[N+](=O)[O-])cc1	-4	-23	10	-4	.	.	2
O=C(NNC(=O)C1CCN(S(=O)(=O)c2ccccc2)CC1)c1ccccc1O	17	-6	2	-2	5.4	-1	-6
CCN(CC)C(=O)C1CCN(Cc2ccc(OCc3ccccc3)c(OC)c2)CC1	?	2	2	.	0.6	-2	-1
C=CCNC(=O)[C@H]1[C@@H]2C(=O)O[C@@H](c3ccccc3)[C@@H](c3ccccc3)N2[C@@H](c2ccc(O)cc2)[C@]12C(=O)N(C(=O)OCCOC)c1ccc(C#CCC(C(=O)OC)C(=O)OC)cc12	1	0	4	2	-2.5	.	0
Cc1ccc(S(=O)(=O)N2C[C@H]3[C@H]4C(=O)N(C5CCCCC5)C(=O)[C@H]4CC(=O)[C@H]3[C@@H]2c2ccccc2F)cc1	-4	-1	0	-3	2.9	3	-2
CC(C)(C)C(=O)Nc1c(Cl)cccc1OC(F)(F)F	5	-3	1	-1	0.6	.	1
CCCCN(C)C(=O)c1nc2ccccn2c1CN1CCN(c2cnccn2)CC1	5	-1	0	2	1.2	.	1
O=C(NC(=S)Nc1cccc2cnccc12)c1ccccc1	20	6	-2	1	-4.1	3	17
CC(C)C(=O)NC(=S)/C=C1/N(C)c2ccccc2C1(C)C	-2	0	4	0	0.6	.	-2
CCCC(=O)N1C[C@H]2[C@@H](c3ccccc31)[C@H](CO)N2C(=O)Nc1ccc(F)cc1	19	-2	-2	1	-1.5	7[16.7 µM]	-2
CC(=O)Nc1ccc(NS(=O)(=O)c2cc(-c3cnc(C4CC4)o3)ccc2C)cc1	3	-2	-1	0	0.9	10	3
C=CCNC(=S)NNC(=O)COc1ccc(Cl)cc1Cl	0	0	1	2	.	.	3
Cc1ccc(S(=O)(=O)N(c2ccc(Br)cc2)C2C=CS(=O)(=O)C2)cc1 (configuration not stated)	7	-2	.	.	-3.3	-3	-5
CCOc1ccc(S(=O)(=O)c2c[nH]c3ccc(C)cc3c2=O)cc1	-6	5	1	0	-0.8	-1	1
CNc1ncnc2c1ncn2[C@H]1CN(CCc2ccccc2)C[C@@H](CO)O1	-1	3	-5	.	1.0	2	1
O=c1[nH]c(C2CCN(S(=O)(=O)Cc3ccccc3)CC2)nc2c1nnn2Cc1ccccc1Cl	5	-1	-4	2	0.0	-4	-4
COCC#Cc1ccc([C@H]2[C@H]3CN(C(=O)CN(C)C)CCCCN3[C@H]2CO)cc1	11	0	0	-5	2.2	9[16.7 µM]	1
CCN(CC)C(=O)c1cc(-c2ccc3c(c2)OCO3)on1	12	-4	0	-3	-1.5	.	-6
COc1cc(C2C(C(=O)c3ccco3)=C(O)C(=O)N2Cc2ccccc2)ccc1O (configuration not stated)	-6	0	5	2	-1.2	3	9
COC(=O)c1cc(S(=O)(=O)C(C)C)c(S(C)=O)s1 (configuration not stated)	3	1	0	3	-3.5	-1	9
O=C(O)COc1ccc2oc3c(c2c1)CCCC3	-5	-1	-4	-2	-2.3	1	0
C/C(=N/NC(=O)C1COc2ccccc2O1)c1ccco1 (configuration not stated)	5	-4	-2	0	.	.	-2
O=C(COC(=O)c1cccc(S(=O)(=O)Nc2ccc(F)cc2)c1)NCCN1C(=O)CSC1=O	5	-22	-1	17*	-0.9	.	4
CC(=O)Nc1c(N)c2ccccc2oc1=O	4	2	1	2	2.9	.	2
COc1ccc(/C=N/NC(=O)c2ccc(NC(=O)c3cccc([N+](=O)[O-])c3)cc2)c(OC)c1	.	0	-2	-2	-2.0	-1	0
Cn1cc(Cl)c(C(=O)NNC(=S)NCc2ccco2)n1	0	-2	1	-2	-0.2	-1	7
CC(=O)Nc1c(C(=O)Nc2ccc3c(c2)OCO3)oc2ccccc12	11	3	2	0	-0.2	.	2
C/C(=N\OCc1ccccc1)c1c(O)cc(C(C)C)n(-c2ccccc2)c1=O	8	-5	1	-2	1.4	.	0
CC1(C(=O)NS(=O)(=O)c2ccccc2)CCN1C(=O)COc1ccc(Cl)cc1 (configuration not stated)	7	6	4	-2	3.1	-1	-1
COc1ccc(OC)c(NC(=O)c2cc3ccccc3cc2OC)c1	-8	3	-3	-6	3.9	0	2
COC(=O)[C@H]1[C@H](CO)[C@H]2Cn3c(ccc(-c4cccc(F)c4)c3=O)[C@H]2N1C(C)=O	10	2	1	-9	-0.8	2[16.7 µM]	-4
Cc1ccc(Cl)cc1N1CCN(CC(=O)NC2CCCc3ccccc32)CC1 (configuration not stated)	0	5	-1	1	.	.	0
COc1ccc(CC(=O)N2CCN(C(=O)Cc3ccc(OC)c(OC)c3)CC2)cc1OC	2	-2	-2	0	1.5	.	.
CCN(CC(=O)NCc1cccs1)C(=O)/C=C/c1cccc(OC)c1OC	?	1	-3	-2	0.0	8	-107
CCc1ccc(OC)c(-c2csc(N)n2)c1	1	-3	0	0	1.4	.	2
CCOCCCNC(=O)CCN1C(=O)c2ccccc2Sc2ncccc21	-2	0	-3	-3	.	-5	-2
COc1ccccc1C(=O)Nc1ccc(CN2CCCCC2)cc1	.	1	0	3	.	-6	2
O=C(CCN1CCN(c2ccccc2)CC1)Nc1ccc(OCc2ccccc2)cc1	.	-3	-5	-2	.	2	2
O=C(Cn1nc2ccccc2n1)N/N=C/c1ccc(F)cc1	4	-1	.	-4	2.8	.	-2
COCCN(C(=O)COC(=O)COc1ccc(Cl)c(C)c1)c1c(N)n(Cc2ccccc2)c(=O)[nH]c1=O	-2	1	2	4	1.8	-5	0
COc1ccc(CN2C[C@H](O)COC[C@H]3O[C@H](CC(=O)NCCN4CCCC4)CC[C@@H]32)cc1	2	-1	-4	0	-0.3	-2[16.7 µM]	-66
COc1ccc(C(C)(O)c2nc(-c3ccc(OC)nc3)cs2)cc1 (configuration not stated)	13	8	0	.	-4.2	1	4
O=C(NCCCNCc1ccccc1)c1ccccn1	15	-13	-1	.	3.9	-2	-10
Cc1ccc(S(=O)(=O)Nc2nc3ccccc3nc2NCC2CCCO2)c(C)c1 (configuration not stated)	2	3	.	-4	3.6	.	3
C[C@@H]1CN([C@H](C)CO)C(=O)c2cc(NC(=O)NC3CCCCC3)ccc2O[C@@H]1CN(C)CC1CCCCC1	-7	3	1	-2	2.3	6[16.7 µM]	-1

Single entries from the entries so far:
Result for C/C(=N/NC(=O)C1COc2ccccc2O1)c1ccco1 (configuration not stated) under DENV2 CPE: 5
Result for CCOCCCNC(=O)CCN1C(=O)c2ccccc2Sc2ncccc21 under SIRT5 block: -3

Continuation.
SMILES	DENV2 CPE	ERp5 inh	ERAP1 HTS inh	SIRT5 block	F508del corr	miR-122 sensor	Casp6 inh
COC(=O)C(C(=O)Nc1nc2ccccc2s1)C1CCCC1 (configuration not stated)	-1	4	0	2	-0.4	-2	-1
Nc1ccccc1C(=O)NN=Cc1cccc([N+](=O)[O-])c1	?	-7	-2	.	-0.9	3	1
COc1ccc(-c2oc3ccccc3c2C(=O)OCc2ccccc2)cc1	-10	0	1	-5	-0.1	-3	-3
CC1CCN(C(=O)CSc2ccc(-c3cccnc3)nn2)CC1	-3	-1	-3	-4	-1.0	-3	7
Cc1noc(C)c1S(=O)(=O)N(C)C[C@@H]1OCCCC[C@@H](C)Oc2ccc(NC(=O)NC3CCCCC3)cc2C(=O)N([C@H](C)CO)C[C@@H]1C	-7	2	0	0	0.1	3[16.7 µM]	-1
Cn1c2ccccc2c2cnn(CC(=O)Nc3cccc(F)c3)c(=O)c21	-1	-5	.	-1	0.6	13	-2
COc1ccc(/C=N/NC(=O)c2cc(C34CC5CC(CC(C5)C3)C4)[nH]n2)cc1OC	2	0	9	6	4.1	.	0
COc1ccccc1C1C2=C(N=c3s/c(=C/c4cccc(OCC(=O)O)c4)c(=O)n31)c1ccccc1CC2 (configuration not stated)	7	3	6	10	.	.	38*
O=C(Nc1cccnc1)c1ccc(C(=O)Nc2cccnc2)cc1	8	-2	1	-2	-1.3	.	8
CCc1nc2ccc(C(=O)Nc3ccc4c(c3)OCC(=O)N4)cn2c1N(CC)CCOC	0	4	10	2	-2.7	-6	-1
Cc1ccc(NC(=O)c2nc[nH]c2C(=O)N[C@@H](CCCCNC(=O)OC(C)(C)C)C(=O)OC(C)(C)C)cc1	0	5	-2	.	1.5	-6	-5
CCOC(=O)N[C@H](C(=O)N1CCC[C@H]1C(=O)NCCc1ccccc1Cl)C1CCCCC1	6	-3	2	2	1.3	.	-1
O=C(COC(=O)c1cccc(S(=O)(=O)N2CCCC2)c1)Nc1cccc(Br)c1	-6	-2	0	.	3.1	0	0
Cc1noc(C)c1NC(=O)N(C)C[C@H]1Oc2ccc(NC(=O)NC3CCCCC3)cc2C(=O)N([C@H](C)CO)C[C@@H]1C	-7&-7	11&7	5&-3	-1&-4	0.7&2.1	-7[16.7 µM]	-1&-10
FC(F)(F)c1nnc2ccc(NCc3ccccc3)nn12	-1	-1	0	.	1.2	-6	-3
COc1cc(OC)c(NS(=O)(=O)c2ccc(Cl)c(C(=O)OC(C)C(=O)N3CCCC3)c2)cc1Cl (configuration not stated)	8	-5	0	8	.	?	2
Cc1noc(NS(=O)(=O)c2ccc(NC(=O)/C=C/c3ccc(Br)cc3)cc2)c1C	7	0	-1	2	-2.2	.	6
CC(=O)Nc1cccc(C(=O)N/N=C/c2ccccc2F)c1	-6	-7	-10	0	-0.6	-10	.
NS(=O)(=O)c1cccc(NC(=O)COC(=O)CNC(=O)c2ccc(-c3ccccc3)cc2)c1	16	-19	-6	-5	0.1	.	5
COc1ccnc(N2CCN(c3ccc(Cl)cc3)CC2)c1C#N	.	-2	-2	-5	0.1	-2	-1

Compound profiles (already shown). Screens in order: DENV2 CPE	ERp5 inh	ERAP1 HTS inh	SIRT5 block	F508del corr	miR-122 sensor	Casp6 inh
`O=C(COC(=O)c1cccc(S(=O)(=O)N2CCCC2)c1)Nc1cccc(Br)c1` is listed as -6	-2	0	.	3.1	0	0
`Cc1noc(NS(=O)(=O)c2ccc(NC(=O)/C=C/c3ccc(Br)cc3)cc2)c1C` is listed as 7	0	-1	2	-2.2	.	6
`COc1ccnc(N2CCN(c3ccc(Cl)cc3)CC2)c1C#N` is listed as .	-2	-2	-5	0.1	-2	-1

Additional records follow:
SMILES	DENV2 CPE	ERp5 inh	ERAP1 HTS inh	SIRT5 block	F508del corr	miR-122 sensor	Casp6 inh
CCOC(=O)c1ccc(N(CC2CO2)S(=O)(=O)c2ccc(C)cc2)cc1 (configuration not stated)	-8	0	2	-9	-1.2	3	-3
CCOC(=O)c1c(C)[nH]c(NC(=O)Nc2c(C)n(C)n(-c3ccccc3)c2=O)c1C	.	3	-4	0	-1.1	0	4
Cc1nnc(Nc2ccccc2F)s1	?	0	-3	0	1.8	.	0
COC[C@@H](O)[C@H]1OCc2cc(OC)ccc2[C@@H]1/C=C/c1ccccc1	9	1	-2	.	-0.3	.	-3
COc1ccc(CC(=O)Nc2sc3c(c2C(N)=O)CCCC3)cc1OC	-9	2	-3	1	1.6	-2	2
Clc1ccc(-n2ncc3c(NCC4CCCO4)ncnc32)cc1 (configuration not stated)	?	5	-2	2	5.0	-1	-1
COc1ccc(S(=O)(=O)Nc2ccc3c(c2)C(=O)N([C@@H](C)CO)C[C@@H](C)[C@@H](CN(C)Cc2ccc(Cl)c(Cl)c2)O3)cc1	-8	-8	2	-2	1.4	-12[16.7 µM]	1
O=C(Nc1cc(Cl)ncn1)c1ccccc1	0	2	.	-5	0.1	2	-4
